E coli growth: counter-screen for AddAB inhibitors: E. coli growth inhibition; 0.27% of 330,000 active; inhibition, % at 11.9 µM; E. coli V3065 growth, OD600 absorbance, 18 h; AID 449728;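 active = inhibition above the campaign's mean inhibition across all tested compounds plus 3 SD, cut at about 9.9% in these data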;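 note: uninfected addAB+ strain grown without phage in ampicillin broth; 0% = DMSO wells and 100% = ciprofloxacin 0.95 µg/ml wells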
PKA-R1A act: activates the PKA-R1A holoenzyme complex; P00514+P68181; AID 504707; 0.083% of 340,000 active; PKA-R1A dissociation, Cy5-IP20 fluorescence polarization; scaled: DMSO 0%, 113 µM cGMP 100%; activation, % at 11.4 µM;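 active = percent activation above the mean of all tested compounds plus 3 SD, cut at about 19% in these data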;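 note: higher means more PKAc released from R1A so a rise in polarization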
Arr AP2 block: inhibitors of human beta-arrestin and AP2 interaction; FITC-arrestin peptide / GST-AP2 beads, flow cytometry; AP2 beta2 appendage carries R879A mutation; inhibition, % at 10 µM; 0.31% of 340,000 active;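 active = inhibition above a set limit, near 3 SD of compounds lacking own fluorescence, cut at about 54% in these data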;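 note: plate controls were DMSO wells for no effect and 5 µM unlabelled arrestin peptide for full effect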
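Material – GST-tagged AP2 beta2-adaptin appendage (R879A) on 4 µm glutathione beads · Probe or stimulus – fluorescein-tagged arrestin peptide at 50 nM final · Timing – 12 min plus 1 h, RT · Detection – bead flow cytometry, FITC channel · Read-out basis – inhibition as reduced fluorescein signal on beads, percent · Medium – PBS plus Tween 20 (0.05%) and BSA (0.1%)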
Pemphigus Ab inh: human desmoglein-3 autoantibody binding inhibition; P32926; DSG3-coupled beads, scFv-anti-DSG3-GFP binding, flow cytometry; stronger effect = lower value; binding (percent of control), % at 10 µM; 0.48% of 310,000 active; AID 588358;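 active = binding more than 3 SD below its plate's average and above zero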;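 note: hits lower antibody fragment binding to DSG3; some compounds called inactive have numbers as strong as hits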
Target sequence (P32926 whole entry, looked up, the tested form may be a part): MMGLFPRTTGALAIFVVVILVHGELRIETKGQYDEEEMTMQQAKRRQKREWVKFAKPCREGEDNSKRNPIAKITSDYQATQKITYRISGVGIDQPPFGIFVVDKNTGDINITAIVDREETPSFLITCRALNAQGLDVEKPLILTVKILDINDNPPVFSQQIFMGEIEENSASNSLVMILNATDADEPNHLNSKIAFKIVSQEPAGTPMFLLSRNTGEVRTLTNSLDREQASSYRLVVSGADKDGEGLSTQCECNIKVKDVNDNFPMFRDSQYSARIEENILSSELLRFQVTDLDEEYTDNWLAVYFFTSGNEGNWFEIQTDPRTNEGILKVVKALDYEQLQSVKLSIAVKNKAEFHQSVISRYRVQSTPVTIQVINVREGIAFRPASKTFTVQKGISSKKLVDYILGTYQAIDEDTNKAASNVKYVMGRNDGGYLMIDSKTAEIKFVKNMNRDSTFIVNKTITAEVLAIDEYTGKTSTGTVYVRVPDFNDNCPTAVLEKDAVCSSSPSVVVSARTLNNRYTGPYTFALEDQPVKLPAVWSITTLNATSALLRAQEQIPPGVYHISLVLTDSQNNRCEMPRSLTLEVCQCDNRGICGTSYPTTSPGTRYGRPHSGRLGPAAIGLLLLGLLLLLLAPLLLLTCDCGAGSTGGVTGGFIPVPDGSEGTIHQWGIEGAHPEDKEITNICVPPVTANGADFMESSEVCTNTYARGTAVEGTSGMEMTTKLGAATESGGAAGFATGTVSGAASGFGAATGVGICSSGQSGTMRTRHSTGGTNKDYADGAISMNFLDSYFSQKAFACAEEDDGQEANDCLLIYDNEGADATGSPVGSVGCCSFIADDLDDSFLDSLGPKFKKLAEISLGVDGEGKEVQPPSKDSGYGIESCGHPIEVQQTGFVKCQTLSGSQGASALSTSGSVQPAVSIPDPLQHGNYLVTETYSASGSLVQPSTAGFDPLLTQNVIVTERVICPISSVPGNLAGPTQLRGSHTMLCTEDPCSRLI
phage Ecoli inh: E. coli growth loss with phage present | 0.26% of 360,000 active | growth absorbance | inhibition, % at 11.9 µM; in the data active = inhibition above about 11%
PfHsp90 set2: reduces growth (ATP signal) of yeast expressing P. falciparum Hsp90 | S. cerevisiae expressing PfHsp90, BacTiter-Glo ATP, 48 h; yeast lacking PDR1 and PDR3 efflux regulators | inhibition, % at 9.4 µM | 0.32% of 310,000 active | AID 504621;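 active = every replicate shows inhibition above about 80%, whatever the replicate mean, limit read from the data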;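 note: 0% = DMSO neutral controls and 100% = 20 µM radicicol positive controls; yeast relying on Plasmodium falciparum Hsp90 in place of its own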
SUMO Mot1 rescue: blocks SUMOylation pathway, rescuing yeast Mot1-301 growth. 1% of 320,000 active. S. cerevisiae Mot1-301 growth rescue, ATP luminescence, 38.5C; percent above DMSO median, 100 means doubled. growth rescue, % at 18.8 µM. AID 2716;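 active = every valid replicate shows activation above 250% relative to neutral control wells; inactive = the rest, any valid replicate at or below 250%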;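 note: OY570 slx delta 5 strain wells were the positive control but not used for scaling; some compounds called inactive have numbers as strong as hits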
Tat transport: blocks Tat-dependent protein export in E. coli. E. coli MC4100 TorA-mCherry Tat export, fluorescence. 0.036% of 340,000 active. inhibition, % at 10 µM. AID 488895;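 active = mean replicate inhibition at least 50% and at least half of replicates individually reaching 50%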;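 note: exported cargo escapes ClpAP degradation while cytoplasmic cargo is degraded and loses fluorescence; 0% = median of neutral control wells and 100% = median of NaSCN control wells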
AddAB inh: less growth of phage-infected E. coli with AddAB | E. coli expressing H. pylori AddAB, absorbance growth | inhibition, % at 11.9 µM | 0.29% of 330,000 active; in the data active = inhibition above about 12%;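 note: 0% = vehicle wells of infected cells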
OPRM1-OPRD1 ag: agonists of human mu-delta opioid receptor heterodimerization; AID 504326; cells, OPRM1-OPRD1 heterodimerization, luminescence; 0.3% of 340,000 active; activation, % at 9.3 µM; in the data active = activation above about 18%;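 note: 0% = vehicle-treated cells and 100% = reference agonist; values of inactives mirror those of a sister screen read the other way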
OPRM1-OPRD1 inv: inverse agonists of human mu-delta opioid receptor heterodimerization; cell-based MOR-DOR heterodimer luminescence, inverse agonism; inhibition, % at 9.3 µM; 0.21% of 340,000 active; P35372+P41143; in the data active = inhibition above about 22%, passing the limit was not always enough;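 note: 0% = cells with DMSO and 100% = wells without cells with DMSO; values of inactives mirror those of a sister screen read the other way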
* = called active by the depositor; x = no result given. Random draw from the library; 2.8% or so of the library scored in one or more.

SMILES	E coli growth	PKA-R1A act	Arr AP2 block	Pemphigus Ab inh	phage Ecoli inh	PfHsp90 set2	SUMO Mot1 rescue	Tat transport	AddAB inh	OPRM1-OPRD1 ag	OPRM1-OPRD1 inv
Cc1ccc(CSc2nnc(-c3ccncc3)o2)c(C)c1	0.7	-3	4	95	4.7	16	231	1	4.1	-0.7	4
O=CNC(Cc1ccccc1)C(=O)O (centres undefined)	-0.9	6	-11	100	3.2	x	106	6	-0.7	-1.8	10
COc1ccc(/C=C2\SC(=S)N(CCC(=O)N3CCCCC3)C2=O)cc1	3.3	-1	14	100	1.0	-3	-20	7	2.8	-0.9	6
COCCn1c(C)cc(C(=O)CSc2nc3ccccc3c(=O)n2C(C)COC)c1C (centres undefined)	-0.2	-1	30	111	2.6	-3	308	3	2.0	-1.5	8
Cc1cccc(Oc2cc([N+](=O)[O-])cc3c2C(=O)Nc2ccccc2O3)c1	-1.6	-10	4	108	2.9	8	1	-4	0.3	4.2	-25
COc1ccc2c(CC(=O)Nc3cccc(S(=O)(=O)N4CCOCC4)c3)coc2c1	-0.3	-8	4	113	4.8	x	14	2	1.5	-2.5	13
COc1ccc(NC(=O)N(C)C[C@H]2Oc3ccc(NC(=O)c4ccncc4)cc3C(=O)N([C@H](C)CO)C[C@@H]2C)cc1	1.0	-11	5	101	2.5	-11	14	4	0.2	-1.0	6
CN1C[C@@H]2[C@@H]3C(=O)N(Cc4ccccc4)C(=O)[C@@H]3[C@](Cc3ccccc3)(C1=O)N2C(=O)c1ccc(C(F)(F)F)cc1	x	0	5	104	-0.4	-28	x	-1	x	-0.1	1
COc1cc(NC(=O)c2onc(C)c2Cl)c(OC)cc1Cl	1.5	4	1	99	2.4	16	1	0	-0.3	-0.4	2
Cc1cc(C(=O)Nc2ccc3c(c2)OCCO3)c2ccccc2n1	0.5	-3	41	99	2.6	5	-5	-2	-0.4	-0.1	0
CCN(C[C@H]1N[C@@](Cc2ccccc2)(C(=O)OC)[C@H]2C(=O)N(Cc3ccccc3)C(=O)[C@@H]12)S(=O)(=O)c1ccc(F)cc1	-2.0	-7	12	100	2.6	14	2	14	2.9	-1.1	5
COc1ccccc1NC(=O)c1cc(-c2cc(OC)c(OC)c(OC)c2)nc2ccccc12	-2.1	1	31	96	2.3	-2	-23	8	0.0	-0.7	4
Cc1cc(=O)n2c(nc3ccccc32)[nH]1	1.7	-11	6	x	2.4	11	-21	6	1.4	-1.4	7
O=c1nc(NCc2ccccc2Cl)cn[nH]1	-0.3	-15	10	93	-0.6	-2	-4	-4	0.9	1.6	-9
C/C=C/c1ccc(OCCCCOc2c(OC)cccc2OC)c(OC)c1	1.0	-7	-4	103	2.2	-20	-9	20	1.6	0.9	-4
CCN1CCN(C(c2ccccc2)c2nnnn2Cc2ccccc2)CC1 (centres undefined)	-0.2	-5	2	x	-0.3	26	-2	3	0.6	-2.4	15
CC(=O)N1CCN(c2ccc(NCc3cccc4ccccc34)cc2)CC1	-2.8	0	7	98	3.6	-3	0	-5	0.2	0.4	-2
CCC1(c2ccccc2)NC(=O)N(CC#N)C1=O (centres undefined)	1.0	-9	0	101	2.9	-10	-8	0	1.3	-1.3	8
CCc1ccc(Nc2cc(=O)n(C3CCCCC3)c(=O)[nH]2)cc1	2.2	-16	1	118	3.5	13	214	-7	0.9	0.8	-4
Cc1cc(C)c(C)c(S(=O)(=O)NCC(=O)Nc2sc3c(c2C(N)=O)CCCC3)c1C	0.6	-8	4	100	1.8	-9	1	6	4.7	0.8	-4
O=C(Nc1ccccc1OC(F)F)c1ccc(S(=O)(=O)N2CCOCC2)cc1	-0.9	2	34	115	1.0	-1	6	3	0.9	-1.2	7
CCCNC(=S)N1CCC(NC(=O)c2ccc(C)cc2)CC1	0.0	-3	9	97	-0.1	18	22	-6	0.7	-1.2	6
Cc1cccc(C2N(c3ccc(F)cc3)C(=O)C3CCCN32)c1 (centres undefined)	-0.3	0	-4	119	2.3	15	1	28	4.3	-0.2	1
COc1ccc(C(=O)NCc2nnc(SCC(=O)NC3=NCCS3)n2C)cc1	2.0	-3	-12	132	1.7	9	-13	-1	1.7	1.2	-10
CN(CC(=O)NC1CCCCCC1)S(=O)(=O)c1ccc(Br)cc1	-0.8	-2	9	93	0.0	-5	186	-3	2.1	-1.1	8

Look-ups from above.
Result for `CCc1ccc(Nc2cc(=O)n(C3CCCCC3)c(=O)[nH]2)cc1` under phage Ecoli inh: 3.5
Result for `COc1ccc(C(=O)NCc2nnc(SCC(=O)NC3=NCCS3)n2C)cc1` under OPRM1-OPRD1 inv: -10
Result for `CCN(C[C@H]1N[C@@](Cc2ccccc2)(C(=O)OC)[C@H]2C(=O)N(Cc3ccccc3)C(=O)[C@@H]12)S(=O)(=O)c1ccc(F)cc1` under PfHsp90 set2: 14

(more compounds)
SMILES	E coli growth	PKA-R1A act	Arr AP2 block	Pemphigus Ab inh	phage Ecoli inh	PfHsp90 set2	SUMO Mot1 rescue	Tat transport	AddAB inh	OPRM1-OPRD1 ag	OPRM1-OPRD1 inv
CCOC(=O)c1cccc(N2C(=O)C3C(C(=O)NC4CC4)C4(C)C=CC3(O4)C2C(=O)NC(C)(C)C)c1 (centres undefined)	4.7	4	-4	101	3.4	x	21	1	0.4	-2.8	17
COc1ccc(C(=O)Nc2nc(-c3cccs3)c(NC(C)=O)s2)cc1	-0.8	10	26	85	3.0	14	-12	-3	3.4	0.2	-1
Brc1ccc2c(c1)C(C1=NCCN1)c1ccccc1CS2 (centres undefined)	1.8	-5	-7	92	4.4	-8	-10	6	5.1	-0.9	5
Cc1c(Cc2ccccc2)c(=O)oc2cc(OCC(=O)NC(Cc3ccc(Cl)cc3)C(=O)O)ccc12 (centres undefined)	-0.7	-2	25	100	0.1	2	1	4	4.5	-1.9	9
COc1cc(N2CCC(O)CC2)ccc1Nc1nnc(Cl)c(Nc2ccccc2S(C)(=O)=O)n1	x	4	16	104	x	9	x	1	x	-1.1	6
COc1ccc(OC)c2sc(NC(=O)c3cccc(N4C(=O)CCC4=O)c3)nc12	0.3	11	-3	x	-2.5	x	46	-2	4.2	-1.4	8
Cc1ccc(C(=O)N2CCC(n3nccc3NC(=O)c3ccccc3C)CC2)cn1	-0.1	-9	15	97	1.4	-12	-3	0	0.4	-1.8	10
COc1cccc(C2CNC3(CCCC(C)C3)c3[nH]c4ccccc4c32)c1OC (centres undefined)	-0.9	-5	5	98	2.6	20	-9	7	0.1	3.2	-15
CCCNC(=S)Nc1cc2oc3ccccc3c2cc1OC	2.1	-5	-1	109	2.0	-10	-5	-2	1.7	1.2	-5
CCn1c(N2CCC(C)CC2)nc2c1c(=O)n(C)c(=O)n2C	1.0	2	-2	102	1.7	-3	-2	-2	2.7	0.0	0
CCOC(=O)c1c(C)[nH]c(C(=O)CSc2nnnn2-c2ccc(C)cc2)c1C	1.8	-3	-6	99	1.9	-17	0	6	-0.2	-0.1	1
COC(=O)c1ccc(COc2ccc(CNCc3ccc(Cl)cc3)cc2)cc1	-0.2	16	0	101	3.9	-22	238	-2	0.7	-1.9	9
C=CCN(c1ccccc1C(=O)NCC(=O)OCC)S(=O)(=O)c1ccc(C)cc1	2.5	1	-3	110	4.2	16	5	3	0.9	-1.9	10
CCCC(C)C(=O)Nc1cccc(NC(C)=O)c1 (centres undefined)	1.7	-5	-3	83	3.1	-8	0	-3	2.5	-0.8	4
Cc1ccc(NC(=O)N2CCCC2C(=O)NCc2ccccc2Cl)cc1 (centres undefined)	-0.7	-7	-11	118	1.4	19	8	-5	-1.0	13	-62
CC(C)c1ccccc1NC(=O)COc1ccc(C(=O)NCCc2ccccc2)cc1	-1.2	-2	6	x	-1.2	7	-5	1	0.9	3.6	-18
NS(=O)(=O)c1ccc(-c2ccc(/C=C3\SC(=O)NC3=O)o2)cc1	2.2	-7	9	100	2.7	-15	9	-6	3.6	-0.1	1
CC(C)NC(=S)N/N=C/c1cc(Br)ccc1O	-1.2	6	10	108	3.1	-41	12	1	2.3	14	-74
COc1cccc(-n2c(COc3ccccc3C)nnc2SCC(=O)O)c1	-1.6	1	12	102	2.3	-5	-8	-2	3.3	-0.1	0
O=C(CCc1ccccc1)NNC(=O)C12CC3CC(CC(C3)C1)C2	0.0	-20	6	102	4.3	x	2	-2	1.0	-0.7	4
O=C(Nc1nc(-c2ccco2)c(-c2ccco2)s1)C1CC(=O)N(c2ccc3c(c2)OCCO3)C1 (centres undefined)	-1.7	2	22	83	3.4	-12	0	-4	-1.2	1.7	-10
CCNC(=O)C(C)Oc1ccc(Cl)cc1Cl (centres undefined)	0.8	1	-7	114	-0.1	x	-13	-1	-1.5	-2.1	11
C=CCNc1nc(N)c([N+](=O)[O-])c(Nc2ccccc2OC)n1	0.2	-1	-7	113	-1.3	-19	26	-8	0.0	1.6	-7
O=C(O)c1ccc(CNS(=O)(=O)c2ccc3ccccc3c2)cc1	2.6	-2	-10	x	-4.2	2	11	-3	3.1	-0.5	4
COc1ccc(-c2nc(CS(=O)CC(=O)NCc3ccc(F)cc3)c(C)o2)cc1 (centres undefined)	-0.9	0	5	97	3.8	1	77	-8	0.8	-3.6	18
Cc1cc(C)cc(Oc2nn[nH]n2)c1	1.1	3	-6	93	2.4	17	-1	6	-1.3	-1.8	10

2 of the compounds above, field by field:
> CCOC(=O)c1c(C)[nH]c(C(=O)CSc2nnnn2-c2ccc(C)cc2)c1C
  E coli growth: 1.8	PKA-R1A act: -3	Arr AP2 block: -6	Pemphigus Ab inh: 99	phage Ecoli inh: 1.9	PfHsp90 set2: -17	SUMO Mot1 rescue: 0	Tat transport: 6	AddAB inh: -0.2	OPRM1-OPRD1 ag: -0.1	OPRM1-OPRD1 inv: 1
> COC(=O)c1ccc(COc2ccc(CNCc3ccc(Cl)cc3)cc2)cc1
  E coli growth: -0.2	PKA-R1A act: 16	Arr AP2 block: 0	Pemphigus Ab inh: 101	phage Ecoli inh: 3.9	PfHsp90 set2: -22	SUMO Mot1 rescue: 238	Tat transport: -2	AddAB inh: 0.7	OPRM1-OPRD1 ag: -1.9	OPRM1-OPRD1 inv: 9

3 of the entries above in order of their number in SUMO Mot1 rescue, lowest first:
mol	PKA-R1A act	Arr AP2 block	Pemphigus Ab inh	phage Ecoli inh	PfHsp90 set2	SUMO Mot1 rescue	Tat transport	AddAB inh	OPRM1-OPRD1 ag	OPRM1-OPRD1 inv
CCn1c(N2CCC(C)CC2)nc2c1c(=O)n(C)c(=O)n2C	2	-2	102	1.7	-3	-2	-2	2.7	0.0	0
CCCC(C)C(=O)Nc1cccc(NC(C)=O)c1 (centres undefined)	-5	-3	83	3.1	-8	0	-3	2.5	-0.8	4
CCOC(=O)c1cccc(N2C(=O)C3C(C(=O)NC4CC4)C4(C)C=CC3(O4)C2C(=O)NC(C)(C)C)c1 (centres undefined)	4	-4	101	3.4	x	21	1	0.4	-2.8	17
